Compound activity: PubChem, several laboratories
SR-BI DiI-HDL act: activators of SR-BI mediated DiI-HDL uptake, primary screen, ldlA[mSR-BI] CHO cells, DiI fluorescence; activation, % at 12.5 µM; 320,000 tested, 0.096% active; 3 h; 100 = double the neutral-control signal; AID 504775, 2011;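 active = mean replicate activation of at least 60% and every replicate at or above 60%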;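 also: 0% = median plate neutral-control signal and 100% = twice that signal; values of inactives mirror those of a sister screen read the other way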
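system = CHO ldlA[mSR-BI] cells, LDL receptor-null, SR-BI overexpressing | medium = Ham's F12 with 0.5% BSA, HEPES 25 mM, pH 7.4 | probe or stimulus = DiI-HDL 10 µg/mL | compound dosing = single-point compound dose | incubation = compound exposure 3 h, 37 °C | technique = DiI fluorescence, bottom read | read-out = cell-associated DiI fluorescence as measure of HDL uptake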
RTF Ca sens inh: cardiac RTF calcium sensitivity inhibitors, primary screen, biochemical, IANBD-TnC fluorescence, EC70 calcium | Troponin I, cardiac muscle (Homo sapiens) + Troponin T, cardiac muscle (Homo sapiens) + … | IANBD-labeled cardiac RTF, Ca2+ fluorescence | inhibition, % at 7.15 µM | 340,000 tested, 0.12% active;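 active = inhibition above the mean inhibition of all tested compounds plus 3 SD, cut at about 17% in these data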;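 also: assay run at fixed EC70 calcium of 1.6 mM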
CAL PDZ FP-1: CAL PDZ peptide-binding inhibitors, primary screen, biochemical, fluorescence polarization, Cer-tagged CAL PDZ, HTS. 330,000 tested, 0.02% active. purified CAL PDZ, TMR-peptide fluorescence polarization, 1 h. inhibition, % at 20 µM. AID 504414, 2011. Golgi-associated PDZ and coiled-coil motif-containing protein (Homo sapiens), Q9HD26;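 active = highest replicate inhibition of at least 40%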;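 also: plate controls were DMSO neutral control wells for no effect and unlabeled competitor peptide control wells for full effect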
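Read-out basis: mP drop reported as inhibition | Assay system: Tagged CAL PDZ protein CerCALP, purified | Benchmarks: Unlabelled peptide for full inhibition, DMSO wells as neutral | Schedule: 1 h incubation at room temperature before polarization reading | Buffer or medium: Sodium phosphate/NaCl buffer pH 7.4 with TCEP, IgG, Thesit | Doses: Single point, 20 µM | Measured by: Fluorescence polarization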
DAGLB inhibitor: DAGLB lipase inhibitors, primary screen, biochemical, fluorescence, HTS; HEK293T DAGLB membrane lysate, EnzChek fluorogenic substrate; 340,000 tested, 0.059% active; Diacylglycerol lipase-beta (Homo sapiens), Q8NCG7; AID 504411, 2011; inhibition, % at 5.17 µM; in the data active = inhibition above about 34%;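 also: 0% = enzyme with vehicle and 100% = wells lacking enzyme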
C-LANA FP: inhibitors of KSHV C-LANA binding to DNA, primary screen, biochemical, fluorescence polarization, FAM-LBS DNA, MBP-C-LANA, single point. Kaposi's sarcoma herpesvirus LANA C-terminal domain (residues 932-1162) DNA binding. inhibition, % at 9 µM. 340,000 tested, 0.078% active. AID 504423, 2011;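 active = highest replicate inhibition at or above 60% at 9 µM, even if other replicates fall short; inactive = all replicates below 60% inhibition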;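 also: 0% = neutral control wells and 100% = 4 µM acridine orange control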
CAL PDZ FP-2: untagged CAL PDZ binding inhibitors, primary screen, biochemical, fluorescence polarization, HTS. purified CAL PDZ, TMR-peptide fluorescence polarization, 1 h. AID 602252, 2012. Golgi-associated PDZ and coiled-coil motif-containing protein (Homo sapiens), Q9HD26. 300,000 tested, 0.92% active. inhibition, % at 24.9 µM;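 active = mean inhibition of at least 30% with at least half of replicates also reaching 30%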;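 also: 0% = DMSO neutral control and 100% = excess unlabeled competitor peptide PRC23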
PKA-R2B act: activators of PKA-R2B holoenzyme, primary screen, biochemical, fluorescence polarization, Cy5-IP20, human | AID 504700, 2011 | activation, % at 11.4 µM | PKA-R2B holoenzyme dissociation; R2B truncated from residue 108, S112A mutant; 0% DMSO only, 100% 113 µM cGMP | cAMP-dependent protein kinase catalytic subunit beta (Homo sapiens) + cAMP-dependent … | 340,000 tested, 0.079% active;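 active = activation above a cutoff set at the mean over all compounds plus 3 SD, cut at about 18% in these data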;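 also: higher means more holoenzyme dissociation and a rise in polarization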
Target sequence (P31323 whole entry, looked up, other chains not shown, the tested form may be a part): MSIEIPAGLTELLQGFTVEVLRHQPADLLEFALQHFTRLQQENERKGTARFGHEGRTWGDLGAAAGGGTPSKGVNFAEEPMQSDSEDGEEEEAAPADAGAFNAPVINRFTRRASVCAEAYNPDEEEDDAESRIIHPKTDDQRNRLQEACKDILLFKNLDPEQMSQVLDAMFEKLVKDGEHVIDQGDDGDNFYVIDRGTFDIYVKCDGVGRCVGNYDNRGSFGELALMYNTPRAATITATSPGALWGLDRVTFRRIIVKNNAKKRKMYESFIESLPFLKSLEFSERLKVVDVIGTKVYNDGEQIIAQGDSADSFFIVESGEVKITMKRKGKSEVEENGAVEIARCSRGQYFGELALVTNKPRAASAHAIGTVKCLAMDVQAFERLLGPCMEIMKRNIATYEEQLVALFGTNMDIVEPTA
Keap1 Nrf2 FP: Keap1-Nrf2 protein-protein interaction inhibitors, primary screen, biochemical, fluorescence polarization, single point; 340,000 tested, 0.15% active; inhibition, % at 9.4 µM; AID 504523, 2011; Keap1 Kelch-Nrf2 peptide fluorescence polarization, 1536-well; in the data active = inhibition above about 12%;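 also: human Keap1 Kelch domain with fluorescein labeled Nrf2 9mer peptide probe; 0% = neutral control wells and 100% = peptide positive control; higher means more block of Keap1 binding to Nrf2 peptide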
Rtt109 Vps75: inhibitors of C. albicans Rtt109/Vps75 HAT, primary screen, biochemical, ThioGlo CoA-SH fluorescence, plate reader; inhibition, % at 34.9 µM; AID 540336, 2011; 330,000 tested, 0.16% active; purified Rtt109/Vps75, 4 h; Histone acetyltransferase RTT109 (Candida albicans (strain SC5314 / ATCC MYA-2876)), …;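 active = inhibition of at least 50% in every replicate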
Target sequence (Q5AAJ8 whole entry, looked up): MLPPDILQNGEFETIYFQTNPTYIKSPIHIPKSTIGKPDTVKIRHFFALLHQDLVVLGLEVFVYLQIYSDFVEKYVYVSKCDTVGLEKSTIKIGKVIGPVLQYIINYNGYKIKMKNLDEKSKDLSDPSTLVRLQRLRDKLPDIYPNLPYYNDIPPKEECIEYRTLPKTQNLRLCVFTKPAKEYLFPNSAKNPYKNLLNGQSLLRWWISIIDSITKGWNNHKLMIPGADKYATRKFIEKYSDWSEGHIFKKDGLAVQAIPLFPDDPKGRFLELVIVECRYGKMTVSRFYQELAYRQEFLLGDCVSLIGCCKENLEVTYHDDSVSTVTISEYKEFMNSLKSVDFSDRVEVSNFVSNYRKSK
cardiac RTF act: cardiac RTF calcium sensitivity activators, primary screen, biochemical, IANBD-TnC fluorescence, EC20 calcium; activation, % at 7.2 µM; Troponin I, cardiac muscle (Homo sapiens) + Troponin T, cardiac muscle (Homo sapiens) + …; AID 493008, 2010; IANBD-labeled TnC RTF fluorescence at EC20 calcium; 0% EC20 calcium, 100% full calcium; 340,000 tested, 0.24% active;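 active = activation above the mean over all tested compounds plus 3 SD, cut at about 30% in these data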;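 also: rise in fluorescence read as greater calcium sensitivity of cardiac thin filaments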
* = called active by the depositor; · = not tested or not shown; & = joins results of further samples.

SMILES	SR-BI DiI-HDL act	RTF Ca sens inh	CAL PDZ FP-1	DAGLB inhibitor	C-LANA FP	CAL PDZ FP-2	PKA-R2B act	Keap1 Nrf2 FP	Rtt109 Vps75	cardiac RTF act
COC(=O)[C@@]12CCCN1[C@H](c1ccc(-c3ccc(F)cc3)c(OC)c1)[C@H]1C(=O)N(C)C(=O)[C@H]12	4	3	-1.0	-3	-1.5	-2	2	-15	1	5
O=C(NCC1CCCO1)c1cc2c([nH]c3ccccc32)c(-c2cccc(Cl)c2)n1 (centres undefined)	-64	-1	-7.6	-8	0.7	0	8	-2	3	6
CN(C)CCOC(=O)c1ccc2[nH]c3c(c2c1)CSCC3	·	3	-2.6	0	-13	-2	-7	-221	31	-1
O=C(O)c1ccc(N/N=C/C(Br)=C/c2ccccc2)cc1	·	-10	-2.1	3	-2.8	-3	6	-2	47	-1
CC(C)(C)N1CC(c2nc3ccccc3n2Cc2ccc(F)cc2)CC1=O (centres undefined)	21	0	0.2	-4	0.0	0	2	7	1	1
CCOC(=O)N1CCC(Nc2c(OCC)c(=O)c2=O)CC1	23	-6	0.0	0	0.5	-5	-8	1	-15	4
Cc1cc(C)cc(OCC(=O)N2N=C(c3cccnc3)CC2(O)C(F)(F)F)c1 (centres undefined)	19	9	-0.2	-1	-0.7	0	-18	-2	2	2
Cc1nnc(NC(=O)CSc2cn(CCNC(=O)c3ccccc3)c3ccccc23)s1	-6	-7	-1.4	1	-1.7	·	-4	-5	0	5
Nc1nc(N)nc(-c2cccc(Cl)c2Cl)n1	18	7	1.2	1	3.2	0	-11	-1	-3	2
O=S(=O)(NC1CCCC1)c1cccc(S(=O)(=O)N2CCC(n3nnc4ccccc43)CC2)c1	-4	-16	-1.6	0	0.3	1	-7	-4	18	10
Cc1cccc(NC(=O)c2ccc3c(c2)OCCO3)c1C	·	2	0.0	0	-1.5	-1	-9	3	-7	-8
O=C(c1cc2cc(Cl)ccc2oc1=O)N1CCN(c2ccccn2)CC1	-2	-5	-0.3	0	0.0	-3	-2	-1	5	-3
O=C(NCCN1CCN(Cc2ccccc2)CC1)C1c2ccccc2C(=O)N2CCc3ccccc3C12 (centres undefined)	3	4	·	-2	-0.1	-1	-2	-4	6	5
Cn1ncc(Cl)c1C(=O)N1CCN(S(=O)(=O)c2ccc(F)cc2)CC1	-1	-9	-0.5	-1	0.5	-7	1	-2	-2	2
CC1=C(C(=O)Nc2ccccc2)C(c2cccs2)n2nnnc2N1 (centres undefined)	18	1	-1.2	1	1.4	-2	-13	2	-18	-8
CC(C)N(C(=O)[C@H]1C[C@H](CC(=O)NCCCN(C)C)C(=O)N2CCc3c([nH]c4cc(CCC(=O)N(C)C)ccc34)[C@]12C)C(C)C	21	-4	-1.4	-1	-1.1	-10	1	1	-1	-2
COc1cccc(-c2ocnc2C(=O)Nc2ccc3c(c2)CCC3)c1	12	-10	-0.3	-11	0.5	-6	-4	-4	-9	3
COc1ccccc1C(=O)NC(=O)COc1ccc(Cl)cc1Cl	23	-4	-3.6	-2	-0.1	0	-3	-1	0	-4
N/C(=N\OC(=O)c1cccc(C(F)(F)F)c1)c1cnccn1	14	-7	-1.0	-6	-1.7	·	1	1	28	-4
O=C(C1CCCO1)N1CCN(c2ncccn2)CC1 (centres undefined)	7	4	-2.6	-1	16	-3	-14	-4	-6	6
CCc1ccccc1NS(=O)(=O)c1ccc2c(c1)NC(=O)CC(=O)N2	8	-12	-1.2	2	1.2	-4	-6	3	1	0
CCOc1ccc(C(=O)CCC(=O)Nc2cccc(S(=O)(=O)N3CCCCC3)c2)cc1	-12	-8	-5.9	-5	-0.1	-4	0	-6	-12	2
CCC(Sc1ncccc1C(=O)OC(C)C)C(=O)NCc1ccco1 (centres undefined)	-24	5	-0.5	0	-0.1	·	1	-7	9	1
CC1=NNC(=O)C1CCC(=O)N/N=C/c1ccco1 (centres undefined)	-4	2	-0.1	2	-1.8	8	-2	-2	-9	0
O=C(CSc1nnc(-c2ccccc2)n1C1CCCCC1)Nc1ccc(S(=O)(=O)Nc2ccccn2)cc1	10	2	-0.9	-2	0.4	-5	3	-2	-2	5
C/C(N)=C(/C#N)C(=O)COC(=O)c1oc2ccccc2c1COC(C)C	11	8	-0.2	-2	0.1	7	-1	-2	-9	0
O=C(CNC(=O)C(c1ccccc1)c1ccccc1)N/N=C\c1ccc2c(c1)OCO2	31	-2	0.3	0	1.8	-2	2	-2	-4	-2
O=C(Nc1ccc2oc(-c3ccccc3F)nc2c1)c1ccccc1F	0	-3	-0.3	-5	0.0	-3	-5	4	-4	2
O=C(CCN1CCOCC1)NNC(=O)Nc1cccc(C(F)(F)F)c1	0	-2	-2.4	-1	0.2	0	8	1	-15	1
CCC(C)NC(=O)c1ccc([N+](=O)[O-])c(Cl)c1 (centres undefined)	47	1	-0.1	1	0.0	-2	5	6	-2	-4
CC(C)C[C@H]1CNC(=S)N1CC1CCCN1C[C@H](CC(C)C)N1C[C@H](CC(C)C)N(CC2CCCCCC2)C1=S (some centres undefined)	13	-7	0.5	-3	0.5	-7	-10	-2	-1	2
CCn1c(SCc2cc(=O)[nH]c3ccccc23)nc2c1c(=O)n(C)c(=O)n2C	-19	-17	-4.0	-1	-1.6	-4	-3	-9	1	-3
O=C(CCCCCNC(=O)c1ccccc1Cl)N/N=C/c1ccco1	-7	-11	-3.6	1	1.6	1	-11	-2	-3	-1
O=S(=O)(c1ccc(S(=O)(=O)N(Cc2ccccc2)Cc2ccco2)cc1)N1CCCC1	-4	-3	-2.2	1	0.7	-3	1	-2	25	2
COc1ccc(C(=O)Nc2cccc(NC(=O)c3cccs3)c2)cc1	-36	-8	-3.8	-3	-1.5	-4	8	-3	-3	-14
COc1ccc(-c2cc(C(=O)NCCCn3ccnc3)no2)cc1OC	-19	14	-1.1	-1	-0.1	1	-1	-7	5	0
COc1ccc(C(=O)/C=C/c2ccc(F)cc2)c(OC(=O)c2ccc([N+](=O)[O-])cc2)c1	-39	-8	-2.1	-1	0.4	0	-5	-2	-1	-5
CCn1cc(Br)c(C(=O)NCc2ccco2)n1	15	-3	-2.2	0	-1.9	-4	-11	0	46	1
CCOC(=O)C1=C(C)NC(C)=C(C(=O)OCC)C1c1cc2ccc(C)cc2[nH]c1=O	3	-8	-0.9	2	-0.2	-2	0	-2	3	7
COC(=O)C1=CN(Cc2ccccc2)C=C(C(=O)OC)C1c1ccc(O)c(OC)c1	20	2	-2.3	0	0.6	·	-12	-6	18	-4
COc1ccccc1S(=O)(=O)Cc1ccc(C(=O)N2CCOCC2)o1	10	-2	0.0	-3	0.0	-4	-9	-1	-9	-6
COc1cccc(NC(=O)N(Cc2cc3cc(C)cc(C)c3[nH]c2=O)CC2COCCO2)c1 (centres undefined)	-11	-4	·	-3	-0.3	-1	1	-2	-5	-1
O=C(COc1ccccc1F)N1CCCc2ccccc21	-3	-12	-0.6	2	0.0	·	3	0	1	1
COc1ccc(/C(C)=N/NC(=S)NCCc2ccccc2)c(O)c1	·	-7	-2.3	2	-4.0	-1	-7	1	5	-5
COc1ccc(/C(C)=N\Nc2nc(-c3ccc(Cl)cc3)cc(C(F)(F)F)n2)cc1OC	-61	-1	0.2	-15	-0.4	6	-3	-5	-4	13
COc1ccc2c3c1OC1CC(O)C=CC31CCN(C)C2 (centres undefined)	9&11	-3&-5	0.6	-5&0	2.3&-0.6	-4&-2	-5&-15	5&-5	0&2	-4&2
CCOC(=O)C1=C(C)OC(N)=C(C#N)C1c1cc(C)sc1C (centres undefined)	4	-9	0.1	-1	3.6	0	4	0	-3	-2
